KCNQ1 act: potentiators or activators of KCNQ1 channel, primary screen, cell-based, thallium flux, high-throughput. AID 2648, 2010. B-score at 10 µM. CHO-K1 KCNQ1, thallium flux FluxOR fluorescence; hits give high values. Potassium voltage-gated channel subfamily KQT member 1 (Homo sapiens), P51787. 0.35% of 310,000 active;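 active means fluorescence ratio B-score, a plate-corrected score, at least three library SD, with initial intensity B-score within 5 SD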
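System: CHO-K1 cells stably expressing KCNQ1 / Medium: assay buffer for compound exposure, DMSO matched across wells / Reagent: thallium- and potassium-containing depolarizing buffer / Compound: one concentration, matched DMSO / Incubation: 20 min compound pretreatment at room temperature / Measured by: kinetic FluxOR fluorescence, 10 s baseline plus 110 s post-stimulus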
PolyA inhibitor: polyadenylation inhibitors in yeast reporter cells, primary screen, luminescence, S. cerevisiae | 0.02% of 300,000 active | S. cerevisiae SKY197-pL101 polyadenylation reporter, beta-gal luminescence; efflux-impaired pdr1/pdr3 knockout yeast; score 100 = 6 SD above DMSO | calls only at 12 µM;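 active means lowest replicate activity score at least 50, where 100 means six control SD above control mean; inconclusive means lowest score under 50 but half or more replicates reach 50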;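 further: yeast exposed to compound for 9 h at 30 °C; higher score means more reporter readthrough which indicates perturbed polyadenylation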
DYRK1A inh: rat Dyrk1A kinase inhibitors, primary screen, biochemical, single point, plate reader; ADP-Glo luminescence, NFATc1 peptide; AID 504441, 2011; inhibition, % at 12.5 µM; 0.43% of 310,000 active; in the data active means inhibition above about 50%;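 further: plate controls were vehicle with enzyme for no effect and no enzyme for full effect; many of its hits are not listed in these tables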
KCNK3 inh: human KCNK3 channel inhibitors, primary screen, CHO cells, FluxOR thallium flux, B-score. FluxOR fluorescence; hits give low values. B-score at 10 µM. 0.84% of 340,000 active;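 active means B-score under library mean minus 4 SD, starting fluorescence ratio at most library mean plus 5 SD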;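 further: more negative B-score means stronger inhibition of thallium flux through KCNK3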
hERG rescue: hERG rescue from dofetilide block, primary screen, cell-based, CHO-hERG, FluxOR thallium flux, dofetilide IC70; Voltage-gated inwardly rectifying potassium channel KCNH2 (Homo sapiens), Q12809; dofetilide IC70 present; activation (rescue from dofetilide block), less the hit threshold, % at 10 µM; 0.51% of 310,000 active; AID 1511, 2009;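 active means activation above the mean of controls blocked by dofetilide plus 5 SD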;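 further: thallium influx through hERG after potassium depolarization seen as dye fluorescence rise; in these data hits start at about 4.7%; inactives centre near -7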
GSK3A inh: blockers of GSK3A enzyme activity – biochemical, luminescence, cell-free homogeneous, HTS, primary screen | 0.1% of 320,000 active | AID 2650, 2010 | Glycogen synthase kinase-3 alpha (Homo sapiens), P49840 | inhibition, % at 10 µM | GSK-3 alpha kinase, ADP-Glo luminescence, 60 min;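 in the data active means inhibition above about 50%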;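 further: GST-tagged GSK-3 alpha with peptide substrate and 25 µM ATP; 0% = DMSO neutral wells and 100% = GW8510 positive control wells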
Target sequence (P49840 whole entry, looked up): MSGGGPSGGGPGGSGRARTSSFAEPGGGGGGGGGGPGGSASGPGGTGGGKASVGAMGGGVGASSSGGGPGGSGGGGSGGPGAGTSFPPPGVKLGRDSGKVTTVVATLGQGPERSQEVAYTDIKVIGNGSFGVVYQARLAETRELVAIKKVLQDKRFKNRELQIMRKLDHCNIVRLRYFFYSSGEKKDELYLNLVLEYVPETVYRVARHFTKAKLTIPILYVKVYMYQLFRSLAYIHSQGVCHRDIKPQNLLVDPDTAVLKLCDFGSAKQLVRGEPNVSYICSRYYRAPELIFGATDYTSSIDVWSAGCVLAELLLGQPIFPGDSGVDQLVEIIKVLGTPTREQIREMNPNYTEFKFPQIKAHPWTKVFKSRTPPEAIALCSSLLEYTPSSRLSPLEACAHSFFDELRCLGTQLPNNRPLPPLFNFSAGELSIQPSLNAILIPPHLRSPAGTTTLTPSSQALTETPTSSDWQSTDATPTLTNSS
KCNQ1 block: inhibitors of human KCNQ1 channel, primary screen, cell-based, thallium flux, high-throughput; CHO-K1 KCNQ1, FluxOR thallium flux fluorescence; hits give high values; B-score at 10 µM; 1.3% of 310,000 active; AID 2642, 2010;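 active means compounds whose thallium flux B-score, printed positive for inhibition, exceeds three library SD while starting fluorescence stays within three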;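 further: channel opened by potassium depolarization with thallium stimulus after 20 min compound exposure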
KCNK9 block: KCNK9 potassium channel inhibitors, primary screen, HEK293 cells, thallium flux | Potassium channel subfamily K member 9 (Homo sapiens), Q9NPC2 | 1.2% of 310,000 active | B-score at 10 µM | AID 488922, 2010 | FluxOR thallium flux fluorescence; hits give low values;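 active means ratio B-score over 3 SD below the library mean, with starting fluorescence within 5 SD of its mean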;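 further: negative B-score means less thallium flux so channel inhibition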
GSK3B inh: human GSK3beta kinase inhibitors, primary screen, biochemical, cell-free homogeneous, HTS | Glycogen synthase kinase-3 beta (Homo sapiens), P49841 | GST-GSK3beta kinase, ADP-Glo luminescence, 60 min; hits give low values | activity score (negative = inhibition), % at 10 µM | 0.038% of 300,000 active | AID 2097, 2009;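 active means more than half of replicate wells score below -50%, meaning over 50% inhibition versus plate controls; inconclusive means some replicates but at most half score below -50%; inactive means no replicate scores below -50%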;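 further: 0% = median DMSO wells and -100% = median GW8510 positive control wells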
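Test system: GST-tagged human GSK3beta kinase, cell-free; evaluation: activity score scaled between in-plate DMSO and GW8510 controls; measured by: ADP-Glo luminescence; incubation: 60 min reaction, RT; benchmarks: DMSO and 20 µM GW8510; reagent: peptide substrate plus 25 µM ATP (final); medium: Tris/MgCl2 kinase buffer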
RGS4 act: RGS4 potentiators or activators, primary screen, cell-based, HEK293 M3R inducible RGS4, calcium flux; carbachol calcium flux Fluo4; hits give low values; AID 463111, 2010; 0.92% of 310,000 active; B-score at 10 µM;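 active means B-score of the integrated calcium signal more than 4 SD below the library mean, with starting fluorescence not abnormally high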;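 further: negative B-score means reduced calcium response which marks RGS4 activation or potentiation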
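Test system: HEK293 cells with stable M3R and inducible RGS4; also added: carbachol at ECmax as muscarinic agonist stimulus; schedule: dye loading 30 min 37 °C, buffer rest 30 min RT; technique: kinetic calcium fluorescence imaging with Fluo4-AM dye, 2 µM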
HDAC3 inh: HDAC3 deacetylase inhibitors, primary screen, biochemical, fluorescence, cell-free homogeneous; 0.15% of 320,000 active; inhibition, % at 8.3 µM; recombinant HDAC3, fluorogenic peptide/trypsin coupled; AID 2718, 2010; Histone deacetylase 3 (Homo sapiens), O15379; in the data active means inhibition above about 26%, passing the limit was not always enough; inconclusive means no clear call, values can overlap the other calls
Target sequence (O15379 whole entry, looked up): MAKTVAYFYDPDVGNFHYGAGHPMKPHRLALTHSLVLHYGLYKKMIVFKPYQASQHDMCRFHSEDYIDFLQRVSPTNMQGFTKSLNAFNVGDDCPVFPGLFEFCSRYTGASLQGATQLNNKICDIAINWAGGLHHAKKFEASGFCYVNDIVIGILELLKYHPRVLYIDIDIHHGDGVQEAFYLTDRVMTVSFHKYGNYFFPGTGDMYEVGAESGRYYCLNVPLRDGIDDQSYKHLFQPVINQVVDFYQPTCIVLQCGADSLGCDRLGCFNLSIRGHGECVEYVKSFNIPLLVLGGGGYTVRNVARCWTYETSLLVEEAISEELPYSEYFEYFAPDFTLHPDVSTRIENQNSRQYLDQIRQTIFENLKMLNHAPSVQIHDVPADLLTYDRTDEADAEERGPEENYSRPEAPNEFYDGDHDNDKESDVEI
* hit, by the source's call; i = inactive; ? = inconclusive; . = not tested or not shown.

SMILES,KCNQ1 act,PolyA inhibitor,DYRK1A inh,KCNK3 inh,hERG rescue,GSK3A inh,KCNQ1 block,KCNK9 block,GSK3B inh,RGS4 act,HDAC3 inh
CCCn1nc(NC(=O)c2cccs2)c2cc3ccc(C)cc3nc21,i,i,7,i,-8,-4,i,i,1,i,-2
COc1cccc(/C=C2\SC(=O)N(CC(=O)NCCCn3ccnc3)C2=O)c1,i,i,9,i,-7,-1,i,i,1,i,-1
COc1ccc(C(=O)NCc2nnc(SC)n2C2CCCCC2)cc1,i,i,5,i,-8,0,i,i,2,i,-2
O=C(c1ccc2c(c1)OCO2)N1CCC2(CC1)Oc1ccc(Cl)cc1C(=O)C21CC(c2cccnc2)=NO1 (centres undefined),i,i,13,i,0,-4,i,i,0,i,5
COc1ccc(-c2nn(-c3ccccc3)cc2/C=N/NC(=S)NC(C)C)cc1OC,i,i,-4,i,-7,-2,i,i,3,i,?
O=C1/C(=N/n2cnnc2)c2ccccc2N1Cc1ccccc1,i,i,.,.,-25,-3,i,i,-2,i,-6
COC(=O)c1ccc(OC(=O)C23CCC(C)(C(=O)O2)C3(C)C)cc1 (centres undefined),i,i,-5,i,-13,-1,i,i,0,i,7
CCN(C(=O)COC(=O)c1cc(-c2cccs2)nc2ccccc12)C1CCS(=O)(=O)C1 (centres undefined),i,i,41,i,-26,1,i,i,-1,i,-26
COc1ccc(NC(=O)C(C)NS(=O)(=O)c2ccc(NC(C)=O)cc2)cc1Cl (centres undefined),i,i,3,i,-16,-2,i,i,2,i,-2
COc1ccc(/C=C2\SC(=S)N(CC(=O)NNC(=O)c3ccncc3)C2=O)cc1,i,i,0,i,-7,-1,i,i,-1,i,2
CC(=O)NCCC(=O)Nc1cc(S(=O)(=O)N2CCOCC2)ccc1Oc1ccc(F)cc1,i,i,3,i,-10,0,i,i,2,i,1
Cc1ccnc(SCC(=O)N2CCc3ccccc3C2)n1,i,i,0,i,-2,0,i,i,0,i,2
CCn1c(=O)n(CC(=O)NCc2ccccc2OC)c(=O)c2ccccc21,i,i,-7,i,-9,0,i,i,1,i,-9
COc1cc(CNc2ccc(NC(C)=O)cc2)ccc1OCc1ccccc1C,i,i,0,i,-12,-3,i,i,0,i,-1
CCN1CCc2c(sc(NC(=O)Cc3ccccc3)c2C(N)=O)C1,i,i,7,i,-5,-1,i,i,-4,i,-1
O=C(NC(=Nc1nc2ccccc2o1)NC(=O)c1ccccc1)c1ccccc1,i,i,3,i,-9,.,i,i,-2,i,2
COc1ccccc1NC(=O)C1CCCN(S(=O)(=O)c2c(C)noc2C)C1 (centres undefined),i,i,1,i,-10,0,i,i,-3,i,-3
COc1cccc(N(C(=O)C2COc3ccccc3O2)C(C(=O)NC2CCCCC2)c2ccc(O)cc2)c1 (centres undefined),i,i,.,.,-8,-2,i,i,-25,i,0
CCc1ccc2nc(NC(=O)CSCc3c(C)noc3C)sc2c1,i,i,5,i,-14,-2,i,i,4,i,15
O=C(Nc1cccn(Cc2cccc(F)c2)c1=O)NC1CCCCC1,i,i,2,i,-14,-2,i,i,2,i,-13
C/C(=N\Nc1ccc([N+](=O)[O-])cc1)c1ccco1,i,i,-2,i,-7,0,i,i,1,i,1
CN1CCN(NC(=O)c2cc(-c3ccc(Br)s3)nc3ccccc23)CC1,i,i,0,i,-9,-1,i,i,3,i,7
Cc1cc(Br)cc2c(C(=O)Nc3c(C)n(C)n(-c4ccccc4)c3=O)cc(-c3cccs3)nc12,i,i,6,i,-11,-1,i,i,0,i,1
O=C(CN1C(=O)NC2(CCCCCCC2)C1=O)N1CCc2ccccc2C1,i,i,5,i,-5,-2,i,i,14,i,3
O=C(C(=O)N1CCCc2ccccc21)N1CCCc2ccccc21,i,i,1,i,-5,0,i,i,3,i,0
CC(=O)NNc1cc(=O)c2c(=O)n(C)c(=O)n(C)c2[nH]1,i,i,-4,i,-6,1,i,i,-8,i,-3
COc1ccccc1N(Cc1cc(=O)[nH]c2ccccc12)C(=O)c1cccc([N+](=O)[O-])c1,i,i,-5,i,-11,.,i,i,-4,i,.
O=C(N/C=C\n1cnc2cc(C(F)(F)F)ccc21)c1ccc([N+](=O)[O-])cc1,i,i,-2,i,-8,-2,i,i,-2,i,1
Cc1ncc(CO)c(/C=N/NC(=S)Nc2ccc(C(C)C)cc2)c1O,i,i,-3,i,-21,-1,i,i,-1,i,3
CNC(=S)NCCc1c[nH]c2ccc(OC)cc12,i,i,4,i,-6,-2,i,i,-2,i,3
O=C(CN1CCN(Cc2ccc(Cl)cc2)CC1)N/N=C/c1ccccc1F,i,i,13,i,-7,-5,i,i,0,i,-4
COc1cc(C(=O)NCCC(=O)NCCc2ccc(Cl)cc2)cc(OC)c1OC,i,i,-3,i,-9,-3,i,i,0,i,-4
CC1CCN(C(=O)c2scc3c2OCCO3)CC1,i,i,13,i,-8,11,i,i,-5,i,0
Cc1nc(S/C(C(=O)O)=C2/C(=O)Nc3ccccc32)n[nH]1,i,i,2,i,-11,-2,i,i,1,i,.
Cc1ccn2cc(CSc3ccccc3)nc2c1,i,i,0,i,-10,-4,i,i,-1,i,2
COCCNC(=O)c1cn(CCOC)c(=O)c2c1c1ccccc1n2C,i,i,-4,i,-7,-1,i,i,-2,i,-17
COc1cc(NS(=O)(=O)c2ccc(NC(C)=O)cc2)cc(OC)c1,i,i,-5,i,-16,-4,i,i,1,i,3
NS(=O)(=O)c1cccc(NC(=O)COC(=O)/C(=C/c2cccs2)c2cccs2)c1,i,i,-1,i,-9,-2,i,i,-26,i,2
COc1ccccc1NC(=O)CSc1nnnn1-c1ccccc1OC,i,i,-4,i,-1,-2,i,i,1,i,4
S=C1NC(c2ccccc2)=NCN1c1ccc(Cl)cc1,i,i,13,i,-6,2,i,i,0,i,9
CC1(C)CC(=O)C2=C(C1)N(CCN1CCOCC1)C1=C(C(=O)CC(C)(C)C1)C2c1cccc(F)c1,i,i,3,i,-5,2,i,i,2,i,-23
Cc1ccc2c(C)c(C(=O)Nc3nnc(C)s3)oc2c1,i,i,4,i,-2,-4,i,i,-26,i,-5
COc1ccc(C)cc1NC(=O)C1CCCN(S(=O)(=O)c2cccs2)C1 (centres undefined),i,i,0,i,-11,-3,i,i,.,i,?
Cc1cc(NC(=O)CSc2nnc(-c3ccncc3)n2Cc2ccccc2)n(-c2ccccc2)n1,i,i,.,i,-5,0,i,i,12,i,0
Cc1ccccc1NC(=O)C(C)OC(=O)CCC(=O)N(CC(C)C)c1c(N)n(CC(C)C)c(=O)[nH]c1=O (centres undefined),i,i,16,i,-9,-1,i,i,2,i,1
NNC(=O)c1nn(-c2ccc(Cl)cc2)cc1O,i,i,-8,i,-8,-1,i,i,-2,i,.
COc1ccc(NC(=O)Cn2c(C(C)C)nc(C)cc2=O)cc1Cl,i,i,-3,i,-17,0,i,i,-4,i,-1
CN1CCN(/C=N/C2=C(C#N)C(c3ccccc3)C3=C(CC(C)(C)CC3=O)O2)CC1 (centres undefined),i,i,.,i,-11,-2,i,i,1,i,3
COc1ccccc1-n1c(CNC(=O)c2ccc(S(=O)(=O)N3CCOCC3)cc2)n[nH]c1=S,i,i,.,i,-4,0,i,i,1,i,10
CC(=O)Oc1ccc2c(=O)c(Oc3ccccc3)c(C)oc2c1OC(C)=O,i,i,-6,i,-6,-2,i,i,9,i,2
CCc1ccc(OCC(=O)N(CC)CC)cc1,i,i,-4,i,-4,0,i,i,0,i,3
COc1ccc(C(CNC(=O)CSc2ccccc2F)N2CCOCC2)cc1 (centres undefined),i,i,5,i,-13,2,i,i,-1,i,3
O=C(CCCSc1nc2sc3c(c2c(=O)[nH]1)CCC3)NCCO,i,i,-4,i,0,0,i,i,2,i,2
CCC(C)(C)NC(=O)C1CCC(CNS(=O)(=O)c2cccc3nsnc23)CC1 (centres undefined),i,i,-6,i,-8,-1,i,i,5,i,?
CC(C)CNC(=O)COC(=O)c1ccc(Cl)c(S(N)(=O)=O)c1,i,i,0,i,-4,-3,i,i,5,i,1
COc1ccc(N2C(=O)CC(Nc3ccc(N4CCOCC4)cc3)C2=O)c(OC)c1 (centres undefined),i,i,12,i,-8,0,i,i,1,i,-6
COc1cc2c(cc1OC)C(c1ccc(C)o1)CC(=O)N2 (centres undefined),i,i,6,i,-7,35,i,i,0,i,.
Cc1cc2c(c(=O)o1)C(c1cccs1)C(C#N)=C(N)O2 (centres undefined),i,i,-5,i,-7,2,i,i,-3,i,0
O=c1[nH]c(NC2CCCCC2)nnc1Cc1ccccc1,i,i,-2,i,-11,3,i,i,2,i,3
Cc1c(CCOC(=O)CC23CC4CC(CC(C4)C2)C3)sc[n+]1CC(=O)c1ccccc1,i,i,-4,i,-20,7,6*,i,-10,i,6
COc1cc(C(=O)Nc2ccc3c(c2)ncn3C(C)(C)C)cc(OC)c1OC,i,i,.,-9.3*,-9,3,i,i,-2,i,1

Source: PubChem (several laboratories)

Only part of the results is shown. The share of hits here may be higher or lower than overall.
